BRCA1 expr act: BRCA1 expression activation. MCF7-BRCA1-FFLuc reporter, luminescence, 48 h; response scale: scaled: vehicle 0%, 10 µM genistein 100%. Potency, µM (titrated, usually from 46.1 µM), for the others: at the top dose activation, hits mostly activators. 380,000 compounds, 1.1% hits; note: nearly all actives have a fitted effect of over 80% in size; some results filed as inactive show a strong effect at the top dose
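Using MCF7 cells harboring a BRCA1 firefly luciferase reporter, plated 2 h before compound pinning, the screen measured luminescence after 48 h incubation. Responses were normalized to DMSO and 10 microM genistein, then fitted for concentration-effect.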
uPA surface inh: blocks generation of uPA at the cell surface | cell surface uPA generation assay, qHTS | Potency, µM (doses to about 38.3 µM), for the others: at the highest dose activity change, negative = inhibition, hits mostly inhibitors | 330,000 compounds, 0.31% hits | AID 540303; active = well fitted inhibition curve with a large enough effect; inconclusive = small, poorly fitted or top-dose-only effect; inactive = no such curve, though single readings can be large or run the other way; tested in mouse RAW 264.7 cells; note: % is set by controls: 0 for no effect and ±100 for the full control effect; nearly all actives have a fitted effect of over 55% in size
RORgamma inh: blocks mouse ROR gamma transcriptional activity; P51450; Drosophila S2 Gal4-RORgamma UAS-luciferase reporter, 20 h; Potency, µM (titrated, usually from 53.6 µM), for inactives: at the top dose activity change, negative = inhibition, most hits filed as inhibitors; 310,000 compounds, 5.4% hits; AID 2551; note: % is set by controls: 0 for no effect and ±100 for the full control effect; nearly all actives have a fitted effect of over 60% in size
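Luminescence from a UAS-regulated Photinus luciferase reporter in stably transfected Drosophila Schneider cells is measured; decreased signal marks ROR gamma inhibition. Fusion expression is induced by 700 uM copper sulfate for 20 hr.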
ELG1 genotoxic: inducers of genotoxicity in HEK293T ELG1-luciferase cells | HEK293T ELG1-luciferase reporter, luminescence, 16 h | Potency, µM (titrated, usually from 46 µM), for the others: at the top dose activity change, positive = activation, hits mostly activators | 330,000 compounds, 1.3% hits; note: % of control where 0% means no effect; nearly all actives have a fitted effect of over 60% in size
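HEK293T cells expressing luciferase-tagged ELG1 were treated with compound or DMSO for 16 hr at 37°C. Luciferase activity was then read after 30 min with ONE-Glo at room temperature; rising signal flags genetic stress.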
Gal4-VP16 FLuc: Gal4-VP16 reporter inhibition counter-screen; Drosophila S2 Gal4-VP16 UAS-luciferase, luminescence, 20 h; Potency, µM (titrated, usually from 53.6 µM), inactives show at the highest dose activity, negative = inhibition, usual class: inhibitors; 310,000 compounds, 3.5% hits;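 note: Gal4-VP16 expression switched on by copper sulfate through the metallothionein promoter; % is set by controls: 0 for no effect and ±100 for the full control effect; nearly all actives have a fitted effect of over 50% in size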
FLuc modulator: counter-screen for miR-21 project: firefly luciferase inhibitors or activators. P08659. purified FLuc, Km substrates, luminescence inhibition. Potency, µM (top dose mostly 57.5 µM), for the others: at the highest dose activity change, negative = inhibition, hits mostly inhibitors. 360,000 compounds, 6.9% hits. AID 588342;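 note: plate controls were vehicle for no effect and reference inhibitor for full effect; nearly all actives have a fitted effect of over 55% in size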
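Purified P. pyralis luciferase (10nM final) with 10uM D-luciferin and 10uM ATP (Km levels) in 50mM Tris acetate pH 7.5, 10mM Mg acetate, 0.01% Tween-20, 0.05% BSA; qHTS 6-point titration, ~60 µM downward; luminescence read.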
Rab9 promoter act: activators of Rab9 promoter | Huh7 Rab9 promoter-luciferase reporter, luminescence, 24 h | Potency, µM (top dose mostly 9.22 µM), without a hit: top-dose activation, negative = inhibition, most hits filed as activators | 320,000 compounds, 2.8% hits; note: % of control where 0% means no effect; nearly all actives have a fitted effect of over 60% in size
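Luminescence read-out: Huh7 cells stably expressing Rab9-luciferase, treated 24 h with compound at 37 °C, then lysed with luciferase reagent for 10 min at ambient before reading.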
NPC1 promoter act: activates the NPC1 promoter; Huh7 NPC1 promoter luciferase reporter, 24 h; Potency, µM (highest dose often 9.22 µM), for the others: top-dose activation, actives largely listed as activators; 320,000 compounds, 2.4% hits; AID 485313;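 note: % of control where 0% means no effect; nearly all actives have a fitted effect of over 60% in size; reporter is driven by a mutant NPC1 promoter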
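Cells: Huh7 expressing luciferase under the NPC1 promoter, 1500/well. Seeded 2 h, compound added, incubated 24 h at 37 °C. Luciferase reagent, 10 min ambient, then luminescence.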
MBNL1-CUG inh: inhibitors of human MBNL1 binding to CUG repeat RNA; AID 2675; Q9NR56; 280,000 compounds, 0.036% hits; Potency, µM (series often up to 57.5 µM), for the others: at the highest dose activity change, negative = inhibition, actives largely listed as inhibitors; TR-FRET MBNL1-His/biotin-(CUG)12 binding, 665/545 ratio; active = well fitted inhibition curve with a large enough effect in the signal ratio, with a control signal flat, not every such curve was filed as active; inconclusive = small, poorly fitted or top-dose-only effect, or effect the other way, or a change in a side signal; inactive = no such curve, though single readings can be large or run the other way; the % refers to the signal ratio; note: % is set by controls: 0 for no effect and ±100 for the full control effect
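Compounds (final 92 nM to 58 uM) are added to His-tagged MBNL1 and biotin-(CUG)12, then terbium anti-His antibody and streptavidin-XL665 (5 nM final). After 60 min at room temperature, the 665/545 nm ratio is read.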
p53 reactivation: mutant p53 re-activation in reporter cells. H1299 p53-A138V BP100-luciferase reporter, luminescence, 24 h. Potency, µM (doses to about 92.2 µM), without a hit: at the top dose activity change, positive = activation, usual class: activators. 320,000 compounds, 0.063% hits; note: % of control where 0% means no effect; nearly all actives have a fitted effect of over 45% in size
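H1299 (p53-null), stable ts p53-A138V + BP100-Luc; 1000 cells/well, Opti-MEM/10% FBS; cpd 4 pt, 1:5; 24 h, 37 deg C, 5% CO2; detection reagent 10 min RT; luminescence.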
MLL CXXC-DNA inh: inhibitors of human MLL CXXC domain-DNA interaction. MLL-CXXC / FITC-HOXA9 DNA fluorescence polarization. AID 2662. Q03164. 290,000 compounds, 0.037% hits. Potency, µM (series often up to 115 µM), for the others: top-dose activity change, negative = inhibition, usual class: inhibitors; active = well fitted inhibition curve with a large enough effect in the polarisation, with a control signal flat, not every such curve was filed as active; inconclusive = small, poorly fitted or top-dose-only effect, or effect the other way, or a change in a side signal; inactive = no such curve, though single readings can be large or run the other way; the % refers to the polarisation
Target sequence (Q03164 whole entry, looked up, the tested form may be a part): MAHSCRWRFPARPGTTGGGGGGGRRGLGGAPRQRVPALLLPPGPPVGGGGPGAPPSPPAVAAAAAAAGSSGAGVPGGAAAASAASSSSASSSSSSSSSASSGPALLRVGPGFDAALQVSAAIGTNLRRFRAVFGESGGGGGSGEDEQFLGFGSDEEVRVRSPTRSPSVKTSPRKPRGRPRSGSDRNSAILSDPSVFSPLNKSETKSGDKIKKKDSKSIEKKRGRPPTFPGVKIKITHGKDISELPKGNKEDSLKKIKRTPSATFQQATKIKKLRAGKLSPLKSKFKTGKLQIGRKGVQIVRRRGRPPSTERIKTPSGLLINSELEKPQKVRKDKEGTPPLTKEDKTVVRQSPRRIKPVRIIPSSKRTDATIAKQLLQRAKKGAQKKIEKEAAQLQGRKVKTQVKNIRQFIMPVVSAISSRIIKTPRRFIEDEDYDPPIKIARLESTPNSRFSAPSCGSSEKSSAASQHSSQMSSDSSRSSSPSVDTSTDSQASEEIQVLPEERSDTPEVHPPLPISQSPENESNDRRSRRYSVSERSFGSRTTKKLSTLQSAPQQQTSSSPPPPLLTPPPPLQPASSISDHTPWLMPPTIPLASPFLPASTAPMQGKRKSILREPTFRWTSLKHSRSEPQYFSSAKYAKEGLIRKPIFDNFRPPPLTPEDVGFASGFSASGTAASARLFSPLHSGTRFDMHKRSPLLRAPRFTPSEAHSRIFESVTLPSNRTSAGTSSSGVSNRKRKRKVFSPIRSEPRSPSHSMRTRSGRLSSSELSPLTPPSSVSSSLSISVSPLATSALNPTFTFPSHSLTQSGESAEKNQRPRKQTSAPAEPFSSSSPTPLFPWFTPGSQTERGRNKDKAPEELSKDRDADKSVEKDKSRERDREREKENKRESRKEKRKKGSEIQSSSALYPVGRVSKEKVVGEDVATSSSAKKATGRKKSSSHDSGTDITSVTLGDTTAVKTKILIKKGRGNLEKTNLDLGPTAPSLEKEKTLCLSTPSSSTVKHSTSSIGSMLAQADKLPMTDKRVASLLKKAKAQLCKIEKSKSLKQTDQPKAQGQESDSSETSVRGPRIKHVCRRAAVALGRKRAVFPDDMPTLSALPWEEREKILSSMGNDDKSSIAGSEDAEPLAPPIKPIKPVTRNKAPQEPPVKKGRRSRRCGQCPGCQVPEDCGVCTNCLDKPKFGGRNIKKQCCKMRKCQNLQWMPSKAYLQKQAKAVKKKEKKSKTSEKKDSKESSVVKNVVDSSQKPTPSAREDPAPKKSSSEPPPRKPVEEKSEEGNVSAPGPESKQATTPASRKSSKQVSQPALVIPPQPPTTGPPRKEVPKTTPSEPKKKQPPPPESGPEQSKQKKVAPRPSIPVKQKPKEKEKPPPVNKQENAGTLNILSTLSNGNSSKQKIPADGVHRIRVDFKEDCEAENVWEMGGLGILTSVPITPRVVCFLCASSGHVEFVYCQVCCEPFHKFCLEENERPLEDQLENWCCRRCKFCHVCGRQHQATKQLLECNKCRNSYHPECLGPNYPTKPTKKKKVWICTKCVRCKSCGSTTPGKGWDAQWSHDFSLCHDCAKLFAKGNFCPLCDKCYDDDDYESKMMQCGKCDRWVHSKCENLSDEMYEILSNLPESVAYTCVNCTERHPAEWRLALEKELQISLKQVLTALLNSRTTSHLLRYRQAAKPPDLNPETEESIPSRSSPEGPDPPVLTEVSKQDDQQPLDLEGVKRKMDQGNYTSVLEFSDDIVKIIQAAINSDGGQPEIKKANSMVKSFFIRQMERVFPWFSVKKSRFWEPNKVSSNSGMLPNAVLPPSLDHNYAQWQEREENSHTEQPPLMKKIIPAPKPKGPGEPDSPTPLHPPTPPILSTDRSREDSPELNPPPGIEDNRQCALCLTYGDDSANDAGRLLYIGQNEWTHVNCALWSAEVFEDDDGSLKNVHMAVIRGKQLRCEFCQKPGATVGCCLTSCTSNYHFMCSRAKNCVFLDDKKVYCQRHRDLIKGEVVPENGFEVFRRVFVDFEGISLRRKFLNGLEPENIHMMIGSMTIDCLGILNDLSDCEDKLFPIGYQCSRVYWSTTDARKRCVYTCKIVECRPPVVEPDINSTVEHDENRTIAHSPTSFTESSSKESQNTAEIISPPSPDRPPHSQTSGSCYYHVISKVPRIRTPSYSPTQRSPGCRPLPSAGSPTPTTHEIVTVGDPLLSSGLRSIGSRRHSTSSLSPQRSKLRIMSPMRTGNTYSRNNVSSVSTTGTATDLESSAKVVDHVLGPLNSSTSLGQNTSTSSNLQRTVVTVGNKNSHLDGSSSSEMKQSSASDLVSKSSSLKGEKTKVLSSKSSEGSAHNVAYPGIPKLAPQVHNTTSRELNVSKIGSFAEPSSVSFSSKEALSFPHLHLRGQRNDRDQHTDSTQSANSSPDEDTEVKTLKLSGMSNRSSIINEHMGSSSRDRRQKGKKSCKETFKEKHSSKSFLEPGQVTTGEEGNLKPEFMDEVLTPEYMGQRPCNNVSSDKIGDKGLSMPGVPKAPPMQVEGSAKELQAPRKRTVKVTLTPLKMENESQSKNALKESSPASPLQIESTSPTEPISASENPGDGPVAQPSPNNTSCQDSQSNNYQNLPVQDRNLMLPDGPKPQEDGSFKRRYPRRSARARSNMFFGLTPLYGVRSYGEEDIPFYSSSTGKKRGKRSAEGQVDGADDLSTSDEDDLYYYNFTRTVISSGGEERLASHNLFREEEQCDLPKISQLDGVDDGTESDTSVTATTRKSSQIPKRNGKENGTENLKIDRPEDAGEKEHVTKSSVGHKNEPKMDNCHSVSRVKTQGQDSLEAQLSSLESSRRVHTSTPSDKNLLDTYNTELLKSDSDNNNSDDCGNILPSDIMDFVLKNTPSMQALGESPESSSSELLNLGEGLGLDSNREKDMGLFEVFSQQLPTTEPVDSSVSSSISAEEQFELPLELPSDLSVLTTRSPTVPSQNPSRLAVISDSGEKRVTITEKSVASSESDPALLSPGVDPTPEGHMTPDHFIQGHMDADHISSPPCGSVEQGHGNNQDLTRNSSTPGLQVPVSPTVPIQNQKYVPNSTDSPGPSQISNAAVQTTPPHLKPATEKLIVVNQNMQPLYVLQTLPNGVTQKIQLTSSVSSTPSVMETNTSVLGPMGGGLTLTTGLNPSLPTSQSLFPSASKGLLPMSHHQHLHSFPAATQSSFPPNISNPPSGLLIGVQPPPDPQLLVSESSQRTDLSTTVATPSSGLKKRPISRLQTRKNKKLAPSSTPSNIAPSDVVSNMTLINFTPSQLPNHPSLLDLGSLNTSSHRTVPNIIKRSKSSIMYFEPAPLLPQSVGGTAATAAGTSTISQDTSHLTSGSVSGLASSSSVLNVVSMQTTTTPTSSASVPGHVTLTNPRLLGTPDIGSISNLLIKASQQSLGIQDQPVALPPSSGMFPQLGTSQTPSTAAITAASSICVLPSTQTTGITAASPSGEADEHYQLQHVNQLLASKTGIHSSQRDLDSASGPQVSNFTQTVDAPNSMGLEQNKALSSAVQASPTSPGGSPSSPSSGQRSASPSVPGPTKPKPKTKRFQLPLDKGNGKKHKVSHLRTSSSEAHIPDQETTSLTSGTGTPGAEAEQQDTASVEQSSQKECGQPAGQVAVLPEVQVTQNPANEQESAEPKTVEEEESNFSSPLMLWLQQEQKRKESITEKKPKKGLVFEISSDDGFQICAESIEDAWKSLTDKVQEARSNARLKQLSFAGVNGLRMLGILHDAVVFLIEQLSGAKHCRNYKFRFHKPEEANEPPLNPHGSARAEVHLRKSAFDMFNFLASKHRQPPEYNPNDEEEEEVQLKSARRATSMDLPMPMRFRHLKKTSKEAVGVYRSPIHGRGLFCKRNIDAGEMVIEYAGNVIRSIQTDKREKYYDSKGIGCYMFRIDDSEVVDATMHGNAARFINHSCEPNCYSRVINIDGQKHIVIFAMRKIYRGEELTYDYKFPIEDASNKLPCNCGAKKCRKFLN
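Steps: dispense CXXC domain solution (7 uM) → pin compounds or unlabeled HOX-A9 DNA control → 5 min ambient → add FLSN-HOX-A9 solution (50 nM) → spin → 30 min ambient → fluorescence polarization. Tris pH 7.5/NaCl/DTT/BSA buffer.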
Starred values were filed as active, the others as inactive; ? = inconclusive; / = not tested or not shown; & = joins results of further samples; [ ] = another dose, or the depositor's remark. Unless noted, calls come from the whole dose curve; as a rule, active = well fitted curve in the direction sought with a large enough effect; inconclusive = small, poorly fitted or top-dose-only effect, or another doubt; inactive = no such curve, though single readings can be large; an effect the other way counts as inactive or inconclusive. Potency is the fitted concentration of half-maximal effect.

SMILES | BRCA1 expr act | uPA surface inh | RORgamma inh | ELG1 genotoxic | Gal4-VP16 FLuc | FLuc modulator | Rab9 promoter act | NPC1 promoter act | MBNL1-CUG inh | p53 reactivation | MLL CXXC-DNA inh
CC(C)C[C@H](NC(=O)c1nc[nH]c1C(=O)N[C@@H](CC(C)C)C(=O)OCc1ccccc1)C(=O)OCc1ccccc1 | -74.0% | ? | 7.08µM* | -4.9% | ? | -0.7% | -9.7% | -0.9% | -4.9% | 15.5% | -5.2%
Cc1ccc(-c2cnc(C3CC3)o2)cc1S(=O)(=O)Nc1ccccc1 | -56.5% | ? | -25.9% | -3.4% | -8.0% | -3.3% | -8.3% | -29.5% | -6.7% | -0.2% | 12.8%
NC(N)=NS(=O)(=O)c1ccc(NC(=S)Nc2ccc(F)cc2)cc1 | -7.7% | -6.0% | -20.3% | -3.3% | 12.0% | -0.8% | -3.8% | -2.0% | -5.7% | 3.0% | -6.7%
COc1ccc(CCNC(=O)CN2C(=O)COc3ccc(S(=O)(=O)N4CCCC4)cc32)c(OC)c1 | 5.4% | 6.0% | -5.0% | 2.3% | 4.3% | -0.8%&-4.7% | 4.0% | 3.3% | -13.3% | 4.3% | 7.8%
COC(=O)c1ccc(C(=O)OC)c(NC(=S)N2CCN(C)CC2)c1 | 0.0% | 1.0% | -0.9% | 3.8% | 0.0%[10 µM] | -1.0% | -0.4% | -5.2% | -11.0% | -10.6% | -1.2%
COc1cccc(-c2cc(C(=O)Nc3ccc4c(c3)OCO4)no2)c1 | 16.4% | 4.3% | -12.9% | ? | 0.1% | -7.8%&-0.8% | 17.1% | 19.6% | -4.1% | 6.5% | 22.7%
COc1cccc(NC(=O)NCc2c(-c3ccccc3)noc2C)c1 | -21.9% | 3.8% | 44.3% | -10.5% | 4.3% | -2.6% | -0.6% | 0.4% | -13.9% | -2.4% | -2.9%
O=C(O)c1ccc(CNCc2ccc(Cl)cc2Cl)cc1 | -11.7% | 9.1% | -14.4% | 0.5% | -0.6% | -17.3% | 1.1% | -0.1% | 4.6% | -5.3% | -4.6%
Cc1ccc(C)c(NC(=O)CN(C)C(=O)c2ccccc2OCc2ccc(Cl)cc2)c1 | -64.4% | 3.5% | / | -4.8% | / | -2.1% | -0.6% | 3.4% | / | -0.2% | /
Cc1cc(C)n(C(=O)CCN2C(=O)c3ccccc3C2=O)n1 | -14.8% | 3.1% | -13.1% | -4.2% | 5.2% | -16.3% | 0.8% | -5.1% | 4.3% | -8.5% | 16.3%
CC(Cc1ccccc1)NC(=O)c1cc2ccccc2o1 (stereo not given) | 7.08µM* | 2.7% | -18.6% | ? | 13.3% | ? | 2.51µM* | 3.16µM* | -9.3% | ? | -2.4%
CCOC(=O)c1cc(-c2ccc(N)cc2)sc1N | ? | / | 37.9% | 7.31µM* | 26.8% | 15.1µM* | 2.24µM* | 2.82µM* | 15.5% | 9.1% | 3.6%
Cc1ccc(C)c(NC(=O)CN(C)C(=O)c2ccc(-c3cccc(C(F)(F)F)c3)o2)c1 | -32.3% | 1.1% | / | -1.4% | / | 3.0% | 0.4% | 1.2% | / | -2.2% | /
Cc1ccc(S(=O)(=O)N(C)C)cc1NC(=O)Nc1ccccc1F | -24.6% | 0.0% | 29.9% | -3.7% | 10.2% | 1.5% | -2.1% | -2.2% | 1.2% | 2.1% | -1.9%
CCN(CC)C(=O)C(=O)N/N=C/c1ccc(F)cc1 | -14.2% | 2.2% | -13.8% | 1.3% | 3.4% | 0.0% | -0.1% | 0.2% | 2.4% | -0.8% | 0.5%
CC1(C)Cc2nc3n[nH]c(N)c3cc2CO1 | 4.9% | / | -3.7% | 1.1% | 4.3% | 2.7% | 8.3% | -0.7% | 4.7% | 24.1% | -4.1%
O=C(CN1C(=O)NC2(CCCCC2)C1=O)NC1CCCc2ccccc21 (stereo not given) | -0.1% | 6.3% | -2.8% | 1.2% | 1.2% | 6.2% | 11.5% | 6.9% | 12.7% | -9.5% | 4.2%
COCCNC(=O)c1ccc(CN2CCOCC2)cc1 | -0.3% | -1.0% | 2.1% | 1.1% | 0.7% | -1.6% | 0.6% | -0.5% | -10.8% | 3.7% | ?
CCCc1c(C(=O)N/N=C(\C)CCc2ccccc2)nnn1-c1nonc1N | 4.4% | -4.5% | ? | 1.5% | -9.6% | -1.1% | -1.0% | -1.0% | 5.0% | -5.4% | 12.0%
Nc1nc(N)c(N=Nc2ccc(SCC(=O)O)cc2)c(=O)[nH]1 | 11.3% | 12.2% | -5.4% | -2.2% | -5.2% | 1.6% | -2.9% | -1.9% | ? | -1.9% | 1.9%
Clc1ccccc1-c1nnc(-c2cccnc2)o1 | ? | -29.7% | 1.5% | 23.1µM* | -5.3% | 15.1µM* | ? | 3.98µM* | -2.3% | -1.2% | -11.8%
CCCOc1ccc(-c2nc(C#N)c(N3CCN(CC)CC3)o2)cc1 | -22.7% | -1.0% | 18.3% | 1.7% | 2.9% | ? | -3.2% | -1.2% | -10.4% | -8.1% | -21.9%
CC(C)CN1C(=O)NC(NS(=O)(=O)c2ccc(N)cc2)(C(F)(F)F)C1=O (stereo not given) | 2.8% | 5.4% | -2.2% | -1.8% | -10.9% | 9.0% | -5.2% | -1.8% | -16.7% | -12.6% | 1.2%
CC1=C2C3OC(=O)C(C)[C@@H]3CC[C@](C)(O)C2C2C3C4C5(C12)[C@H]1OC(=O)[C@@H](C)C1CC[C@]4(C)O[C@]5(C)[C@@H]3O (stereo not given in full) | -15.7% | 1.6% | -1.4% | -2.9% | -10.5% | 0.4% | -2.0% | -1.6% | -5.5% | -9.9% | -2.8%
CN(C)S(=O)(=O)c1ccc(C(=O)OCC(=O)Nc2ccc3c(c2)OCO3)cc1 | -4.3% | -0.7% | / | 2.8% | / | 0.2% | -6.7% | -2.9% | / | 1.1% | /
O=C(COc1ccc([N+](=O)[O-])cc1)Nc1ccccc1C(=O)NC1CC1 | 11.9% | -9.2% | / | 0.7% | / | 5.7% | 3.2% | -5.1% | / | -4.7% | /
COC(=O)C1=C(C(=O)OC)[C@@H]2N(C)c3ccccc3[C@@]23C[C@@H](C(=O)OC)N(C(C)=O)C3=N1 | -14.3% | -9.7% | 3.3% | 3.0% | 0.7% | -0.5% | -1.9% | -2.5% | 1.4% | -0.7% | 6.3%
COc1cc(NC(=O)Nc2ccccc2)c(OC)cc1NC(=O)CN1CCCCC1 | -64.3% | -7.1% | -19.1% | -7.5% | -10.9% | ? | 1.5% | 0.1% | -3.8% | 5.4% | -2.9%
CC(C)CN(C(=O)COC(=O)CCc1c[nH]c2ccccc12)c1c(N)n(Cc2ccccc2)c(=O)[nH]c1=O | -14.6% | 2.1% | / | 0.5% | / | 4.9% | -6.6% | -4.4% | / | 1.8% | /
CCCN(C(=O)c1cc2c(s1)CCC2)c1c(N)n(Cc2ccccc2)c(=O)[nH]c1=O | -1.9% | 9.1% | 4.1% | 0.3% | -6.6% | 1.8% | -0.7% | -1.0% | / | -3.8% | 23.2%
Cc1ccc(S(=O)c2snnc2C)cc1 (stereo not given) | -27.1% | -10.1% | 4.5% | 2.5% | -6.0% | -2.2% | -5.2% | 2.7% | -5.2% | 12.6% | 1.9%
COc1cc(CNC(=O)c2ccc3oc(C(C)C)nc3c2)cc(OC)c1 | 29.3% | 7.4% | 19.7% | -4.3% | 3.5% | -19.9% | -0.8% | -0.1% | -6.1% | 4.7% | 3.3%
CC(Cc1ccccc1)NC(=O)c1ccc([N+](=O)[O-])cc1 (stereo not given) | ? | 0.2% | -34.6% | ? | -16.4% | 12µM* | 1.78µM* | 2.82µM* | ? | ? | -1.6%
CCn1ncc(Cl)c1C(=O)Nc1cc([N+](=O)[O-])ccc1OC | -52.8% | 2.3% | 1.5% | -2.0% | -4.4% | 2.6% | -4.1% | 6.2% | 11.2%[11.5 µM] | 16.7% | 9.4%
O=C(COc1ccccc1)NCC1CCCO1 (stereo not given) | 0.4% | 2.0% | -6.0% | -2.8% | -3.5% | 1.7% | -4.0% | 1.3% | 1.5% | 0.8% | 0.0%
CCCCNc1cnn(-c2ccccc2)c(=O)c1Cl | ? | / | 4.4% | ? | 3.7% | -17.5% | ? | 21.5% | -2.1% | 6.7% | -11.8%

Source: PubChem (National Center for Advancing Translational Sciences (NCATS))

A portion of the library; count on the stated rates, not on these rows.
